NRP1-CendR mod – alters CendR peptide binding to human NRP-1. inhibition, % at 25 µM. 360,000 compounds, 0.85% hits. FAM-RPARPAR peptide binding to NRP-1, fluorescence polarization. AID 602438;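 active = inhibition or corrected inhibition above about 18%, plus a signal ratio from 0.5 to 1.5, limit read from the data, passing the limit was not always enough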; also: strong numbers were not always called active
Target sequence (O14786 whole entry, looked up): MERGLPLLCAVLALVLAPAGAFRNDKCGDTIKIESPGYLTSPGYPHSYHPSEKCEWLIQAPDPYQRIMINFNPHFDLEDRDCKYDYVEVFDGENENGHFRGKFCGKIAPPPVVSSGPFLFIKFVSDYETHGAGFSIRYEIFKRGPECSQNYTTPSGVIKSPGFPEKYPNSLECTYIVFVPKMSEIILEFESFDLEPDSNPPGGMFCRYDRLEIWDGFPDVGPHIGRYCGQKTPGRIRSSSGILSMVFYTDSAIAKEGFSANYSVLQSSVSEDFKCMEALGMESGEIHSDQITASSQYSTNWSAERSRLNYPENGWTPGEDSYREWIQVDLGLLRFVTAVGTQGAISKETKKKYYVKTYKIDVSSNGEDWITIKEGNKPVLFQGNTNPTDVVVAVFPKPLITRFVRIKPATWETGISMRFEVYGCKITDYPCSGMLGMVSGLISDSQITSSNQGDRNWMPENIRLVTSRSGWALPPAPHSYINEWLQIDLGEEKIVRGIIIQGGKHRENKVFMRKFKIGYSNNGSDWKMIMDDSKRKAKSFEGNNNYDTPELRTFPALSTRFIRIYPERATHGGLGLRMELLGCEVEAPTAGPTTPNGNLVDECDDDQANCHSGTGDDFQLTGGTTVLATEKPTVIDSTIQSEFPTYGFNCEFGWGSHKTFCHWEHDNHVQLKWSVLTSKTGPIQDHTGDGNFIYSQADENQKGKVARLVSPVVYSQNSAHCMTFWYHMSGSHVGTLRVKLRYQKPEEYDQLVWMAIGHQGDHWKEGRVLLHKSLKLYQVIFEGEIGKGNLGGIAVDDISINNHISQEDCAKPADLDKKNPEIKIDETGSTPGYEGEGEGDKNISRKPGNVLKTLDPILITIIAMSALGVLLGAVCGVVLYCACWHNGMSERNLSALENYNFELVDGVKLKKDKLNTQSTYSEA
DNMT1 inh – inhibitors of human DNMT1; 360,000 compounds, 0.83% hits; AID 588458; DNMT1 molecular beacon, Hinp1I cleavage, fluorescence; inhibition (reported as % activation of signal), % at 10 µM; P26358; in the data active = inhibition above about 50%
Neddyl block – blocks human cullin neddylation | 360,000 compounds, 0.58% hits | TR-FRET cullin neddylation, biochemical | calls only at 25 µM | P61081+Q13564; in the data active = inhibition above about 36%
Tb MetRS inh – blocks T. brucei methionyl-tRNA synthetase activity | inhibition, % at 11.9 µM | 360,000 compounds, 0.4% hits | purified T. brucei MetRS, ATP depletion, Kinase-Glo luminescence | AID 624268;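 active = inhibition above a per-plate cutoff of the control wells' mean inhibition plus 3 SD, cut at about 5.5% in these data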;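 also: 0% = DMSO wells median and 100% = median of wells with control inhibitor compound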
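technique = Kinase-Glo luminescence, ATP depletion format | system = purified MetRS (methionyl-tRNA synthetase) enzyme from Trypanosoma brucei | timing = 15 min preincubation, 2 h reaction, all 25 °C | evaluation = percent inhibition versus plate control medians | dosing = single dose, 11.9 µM final nominal, 0.9% final DMSO | also added = substrates ATP, L-methionine and bulk Escherichia coli tRNA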
NadD inh – NadD (S. aureus) enzyme inhibition; 360,000 compounds, 0.78% hits; purified NadD enzyme, colorimetric absorbance read-out; AID 602399; inhibition, % at 20 µM; in the data active = inhibition above about 26%; also: some compounds past the cut are filed as inactive
LMPTP inh – LMPTP (human) inhibition; inhibition, % at 20 µM; 360,000 compounds, 0.22% hits; AID 651560; recombinant LMPTP-A, OMFP fluorogenic substrate, fluorescence intensity;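 active = compounds that cut the enzyme signal by at least half of the control window in the single-dose screen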;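 also: plate controls were DMSO wells with enzyme plus substrate for no effect and substrate without enzyme for full effect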
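Test system: LMPTP-A phosphatase enzyme; input: 0.625 nM LMPTP-A final; reagent: OMFP substrate, 400 µM final; compound dosing: 20 µM single dose, 3% DMSO; incubation: 50 min dark incubation at room temperature; measured by: endpoint fluorescence intensity from OMFP dephosphorylation; measure: % inhibition relative to no-enzyme and uninhibited control wells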
SKN-1 block – blocks SKN-1 activity in C. elegans; AID 624304; C. elegans VP596 Pgst-4::GFP/RFP ratio, acrylamide-induced, 24 h; inhibition, % at 21.8 µM; 360,000 compounds, 0.49% hits;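 active = interference check ratio from 0.5 to 1.5 plus GFP to RFP signal ratio inhibition reaching or exceeding a fixed threshold, cut at about 30% in these data, passing the limit was not always enough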; also: some compounds called inactive have numbers as strong as hits
SUMO1 PPI mod – alters human SUMO1 binding to SIM partners; SUMO1 binding to a labelled peptide, TR-FRET, 1 h; 360,000 compounds, 0.33% hits; AID 602429; inhibition, % at 20 µM; P63165; in the data active = inhibition above about 37%
STEP inh – STEP (human) phosphatase inhibition; P54829; recombinant STEP, OMFP fluorogenic substrate, fluorescence; inhibition, % at 20 µM; 360,000 compounds, 0.25% hits; AID 588621;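 active = inhibition at 20 µM, scaled per plate between control wells, above about 37%, limit read from the data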;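 also: 0% = DMSO with enzyme and substrate and 100% = substrate only without enzyme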
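Material: STEP (striatal-enriched tyrosine phosphatase) enzyme, cell-free | Medium: 50 mM Bis-Tris pH 6.0 with 2.5 mM DTT and 0.005% Tween 20 | Read-out: Percent inhibition scaled to no-enzyme and uninhibited-enzyme controls, plate-pattern corrected | Signal: Fluorescence read at 480 nm ex / 540 nm em | Times: 20 min reaction, room temperature, in the dark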
Scp-1 inhibitor – Scp-1 (human) phosphatase inhibition; AID 493091; Recombinant Scp1, phosphopeptide, malachite green phosphate absorbance; inhibition, % at 20 µM; 340,000 compounds, 0.88% hits; Q9GZU7;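 active = inhibition above about 50% at 20 µM, limit read from the data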;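 also: plate controls were DMSO wells with enzyme for no effect and wells lacking enzyme for full effect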
Target sequence (Q9GZU7 76-261 limits assumed): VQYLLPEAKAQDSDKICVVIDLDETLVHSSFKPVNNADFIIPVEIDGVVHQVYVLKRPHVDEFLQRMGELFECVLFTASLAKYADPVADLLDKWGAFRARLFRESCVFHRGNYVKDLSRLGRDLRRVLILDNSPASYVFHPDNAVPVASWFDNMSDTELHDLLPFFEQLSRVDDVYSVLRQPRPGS
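Test system: SCP-1 catalytic domain; Buffer or medium: Acidic Tris acetate buffer with magnesium and detergent; Also added: Phosphorylated 17-residue peptide substrate; Compound: single 20 µM dose, 1% DMSO; Schedule: enzyme reaction 45 min at room temperature, colour 5 min, stabilisation 30 min; Signal: Phosphate-binding colour reagent, absorbance read at 630 nm.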
Numbers without * were called inactive; i = inactive; · = not tested or not shown.

SMILES	NRP1-CendR mod	DNMT1 inh	Neddyl block	Tb MetRS inh	NadD inh	LMPTP inh	SKN-1 block	SUMO1 PPI mod	STEP inh	Scp-1 inhibitor
COc1ccccc1N(C)S(=O)(=O)c1ccc(Cl)c(C(=O)NC2=NCCS2)c1	2	-1	i	0.0	-4	-0.6	0	1	-4	0
O=C(O)c1ccc(-n2c(O)c(C=C3N=c4ccccc4=N3)sc2=S)cc1	-51	-1	i	7.8*	2	1.7	2	-14	0	2
O=C(Cc1ccc(Cl)cc1)c1ccc(O)cc1	-4	-2	i	-0.7	-6	-0.2	9	9	1	-5
O=C(c1ccc(Cl)c(S(=O)(=O)N2CCOCC2)c1)N1CCN(Cc2ccccc2)CC1	3	-5	i	-0.1	3	-0.5	15	-2	1	-7
OCCNCCCOc1ccc(Cl)cc1Br	-8	1	i	2.4	-5	0.2	0	-1	0	6
O=C(NCc1ccc2c(c1)OCO2)c1ccccc1Cl	8	2	i	0.2	-3	-1.2	19	2	-1	1
CC(C)CCNC(=O)NC(=O)COc1c(F)c(F)cc(F)c1F	12	-3	i	-1.4	-6	0.3	60*	-1	0	-5
O=C1CC(N2CCN(c3ccc(Cl)cc3)CC2)C(=O)N1c1ccc(F)cc1 (centres undefined)	-9	1	i	-0.8	6	-0.2	-1	-2	-1	4
COc1cccc(CNC(=O)C2CCN(S(=O)(=O)c3ccc(Br)s3)CC2)c1	15	0	i	-0.9	-11	0.1	5	3	2	-15
COc1ccc(OC)c(C2CC(=O)Nc3c2c(=O)[nH]c2ncnn32)c1 (centres undefined)	0	0	i	-1.1	-5	-2.6	-7	-2	0	-5

A section from the list above:
SMILES	NRP1-CendR mod	DNMT1 inh	Neddyl block	Tb MetRS inh	NadD inh	LMPTP inh	SKN-1 block	SUMO1 PPI mod	STEP inh	Scp-1 inhibitor
COc1ccccc1N(C)S(=O)(=O)c1ccc(Cl)c(C(=O)NC2=NCCS2)c1	2	-1	i	0.0	-4	-0.6	0	1	-4	0
O=C(O)c1ccc(-n2c(O)c(C=C3N=c4ccccc4=N3)sc2=S)cc1	-51	-1	i	7.8*	2	1.7	2	-14	0	2
O=C(Cc1ccc(Cl)cc1)c1ccc(O)cc1	-4	-2	i	-0.7	-6	-0.2	9	9	1	-5
O=C(c1ccc(Cl)c(S(=O)(=O)N2CCOCC2)c1)N1CCN(Cc2ccccc2)CC1	3	-5	i	-0.1	3	-0.5	15	-2	1	-7
OCCNCCCOc1ccc(Cl)cc1Br	-8	1	i	2.4	-5	0.2	0	-1	0	6
O=C(NCc1ccc2c(c1)OCO2)c1ccccc1Cl	8	2	i	0.2	-3	-1.2	19	2	-1	1

Remaining list, next part.
SMILES	NRP1-CendR mod	DNMT1 inh	Neddyl block	Tb MetRS inh	NadD inh	LMPTP inh	SKN-1 block	SUMO1 PPI mod	STEP inh	Scp-1 inhibitor
O=C1OC(c2ccc(O)cc2)(c2ccc(O)cc2)c2ccccc21	-7	-8	i	-0.5	-11	-1.2	4	9	-4	-14
O=C1C2C(C(=O)N1c1ccccc1)N1CCCN1C2c1ccccc1 (centres undefined)	10	0	i	-0.2	-4	2.3	-3	2	2	-6
COc1ccc(C2C(C(C)=O)=C(O)C(=O)N2CCc2ccccc2)c(OC)c1 (centres undefined)	-4	5	i	-1.5	7	1.6	-13	0	2	5
CC(CCc1ccccc1)NC(=O)CN1CCc2ccccc2C1 (centres undefined)	8	3	i	-1.8	-5	-1.5	-3	-1	-9	9
COc1ccc(/C=C(\NC(=O)c2cccs2)C(=O)Nc2cccc3ccccc23)cc1OC	-3	-2	i	-0.5	-2	-0.1	0	-10	2	-12
COCCN(C(=O)COC(=O)c1cc(C)oc1C)c1c(N)n(Cc2ccccc2)c(=O)[nH]c1=O	4	1	i	-0.1	-2	0.6	7	-1	-4	-4
CC(C)NC(=O)CSc1nnc(COc2ccccc2Cl)o1	10	0	i	-0.5	0	-0.6	17	0	-1	-11
CC(Oc1cccc(Cl)c1)C(=O)N1CCCN(C)CC1 (centres undefined)	13	1	i	-0.2	-1	0.2	6	9	-1	1
O=S(=O)(/N=S1\CC=CCN1S(=O)(=O)c1ccccc1)c1ccccc1 (centres undefined)	6	1	i	-0.2	1	0.8	-8	3	7	-4
O=C(Cn1ncc2ccccc21)N1CCN(c2cccc(C(F)(F)F)c2)CC1	-2	6	i	-1.8	-3	1.2	10	0	0	-1
CCc1nc2nc(C)c(NS(=O)(=O)c3cccs3)c(=O)n2[nH]1	3	0	i	-0.1	-2	-1.5	0	-1	-2	-1
CC(C)(C)CC(=O)Nc1nc(C(N)Cc2ccc(C(F)(F)F)cc2)cs1 (centres undefined)	-1	-1	i	-0.4	-5	-3.8	3	-15	5	·
O=C(N/N=C\c1ccccn1)C1c2ccccc2Oc2ccccc21	-6	-1	i	0.1	3	0.3	-6	-5	2	-7
O=C(CC(c1ccccc1)(c1ccccc1)c1ccccc1)N[C@@H](Cc1ccccc1)C(=O)O	-1	1	i	-0.1	1	1.3	-3	4	0	-8
Cc1cc(C)cc(N(C(C)C(=O)N2CCOCC2)S(C)(=O)=O)c1 (centres undefined)	3	1	i	-0.3	-5	-0.9	8	-2	0	-4
COc1ccc(NC(=O)c2[nH]c(C)c(C(C)=O)c2C)cc1S(=O)(=O)N1CCOCC1	8	1	i	-0.3	-7	1.6	-4	-2	2	-7
CCOC(=O)C1=C(COC(=O)COc2ccccc2C=O)NC(=O)NC1C (centres undefined)	-26	10	i	-0.2	0	-1.7	-2	6	0	11
CCN(CC)C(=O)COc1ccc2c3c(c(=O)oc2c1C)CCCC3	12	-1	·	-2.1	-8	-1.1	-12	3	2	-7
Cc1nc2ccccc2cc1C(=O)N/N=C/c1cccs1	6	4	i	-1.4	2	-2.6	2	-5	-1	0
CCOC(=O)c1ccc(-c2c(-c3ccccc3OC)oc3ccccc23)cc1F	16	3	·	-0.4	-2	1.9	2	-1	-1	-14
Cc1ccccc1NC(=O)CSc1nc2ccccc2o1	10	-2	i	-0.5	-2	0.9	9	-5	0	-6
CC(NC(=O)CSc1ccccc1C(=O)O)C1CC2CCC1C2 (centres undefined)	11	5	i	0.1	-2	-1.0	4	4	1	-6
COc1cccc(/C=C2\SC(=S)N(CCC(=O)NCCc3ccc(O)cc3)C2=O)c1	-8	-5	i	0.6	-4	-2.0	-2	-5	1	-4
CC(=NCC1CCNCC1)C1=C(O)CC(C)(C)CC1=O	18	1	i	0.1	-7	-15	2	-4	2	1
NS(=O)(=O)c1ccc(Nc2ccc([N+](=O)[O-])c3nonc23)cc1	-123	-13	i	3.2	-1	15	33	-59	10	-6
O=C(Cc1ccc([N+](=O)[O-])cc1)NNC(=O)c1cccs1	2	0	i	0.3	0	-0.2	-18	-15	1	-3
O=C(CSc1nnc(-c2ccc(F)cc2)c2ccccc12)Nc1ccccc1Cl	-6	7	i	-0.9	7	0.4	6	1	2	-1
O=C(Cn1nc(Cc2ccncc2)c2ccccc2c1=O)N1CCc2ccccc2C1	-9	-10	i	0.9	8	7.8	1	9	1	2
Cc1c(C(=O)N(C)c2ccc(Cl)cc2)cnn1-c1ccccc1	5	1	i	0.3	0	2.2	38*	-1	-1	0
COc1ccccc1/C=C(/C#N)C(=O)O	-3	0	i	-1.5	-2	-2.0	-13	0	0	-14
CN1CCN(NC(=O)Nc2cccc(F)c2)CC1	-8	1	i	-0.6	-2	-0.4	-14	0	-4	-7
CCCCN1C(=O)CCC(C(=O)O)C1c1ccccc1 (centres undefined)	-6	1	i	0.6	8	-1.9	-6	1	2	-2
COc1cc2c(OC(C)=O)c3c(c(-c4ccc5c(c4)OCO5)c2cc1OC)C(=O)OC3	5	-2	·	0.3	-8	1.6	-1	4	-5	-16
CCOC(=O)C1(Cc2ccccc2C)CCCN(Cc2cn(C)nc2C)C1 (centres undefined)	-22	-4	i	-0.5	-2	-1.2	5	2	-4	-3
COCCCNCCCOc1ccc(Cl)cc1Br	18	1	i	1.4	-1	-0.8	-2	-2	-3	2
COc1ccc(C)cc1NC(=O)CN1C(=O)c2ccccc2S1(=O)=O	0	-13	i	-0.1	0	-1.7	3	3	0	-18
O=C(Nc1ccccc1)NC1CS(=O)(=O)CC1O (centres undefined)	-41	2	i	0.3	1	-0.6	4	0	-3	-2
COc1ccc(/C=C2\C(=O)NC(=O)c3ccccc32)cc1OC	8	74*	·	4.0	4	9.6	-3	8	7	0
Cn1ncc(Cl)c1C(=O)N1CCN(c2ccc(Cl)c(Cl)c2)CC1	5	0	i	-0.6	-5	0.8	-2	1	-2	-10
O=C(NCc1cccc(F)c1)c1ccc2nc(N3CCOCC3)sc2c1	-7	-1	i	-0.4	-6	-0.5	4	4	-1	-7
Cc1ccc(C(=O)NNC(=O)Cc2nc3nc(C)cc(C)n3n2)cc1	-6	2	i	-0.7	-2	-0.2	7	-3	-2	-4
O=C1CC(N2CCN(S(=O)(=O)c3ccccc3)CC2)C(=O)N1c1ccccc1 (centres undefined)	-14	-1	i	-0.3	-6	-1.0	-3	3	3	-13
Cc1oc(-c2cc(F)ccc2F)nc1CN1CCC(C(=O)N2CCOCC2)CC1	9	1	i	-0.2	-8	-1.3	14	44*	0	-7
CC1c2cccn2CCN1S(=O)(=O)c1ccccc1 (centres undefined)	-24	-1	i	-0.1	-4	-0.6	5	-1	-2	-2
COc1cc2c(cc1OC)CN(C(=O)c1ccc(-c3ccccc3)cc1)CC2	-9	-4	i	-1.0	-6	4.1	-10	7	3	-17
COC(=O)[C@H]1C2CCC(C(=O)OC)(CC2)[C@H]1C(=O)OC	11	2	i	-0.5	-1	-2.8	-9	4	-3	-5
CCN(CC(=O)NC1CC1)S(=O)(=O)c1ccccc1	7	0	i	0.8	-1	-1.1	-3	-2	0	1
COc1cc2ccccc2cc1C(=O)N/N=C/c1cccs1	3	1	i	0.1	1	0.3	17	-22	2	·
Cc1ccc([N+](=O)[O-])c(C(=O)N/N=C/c2cccnc2)c1	-12	1	i	-0.4	-4	-1.6	3	-29	0	-10
CN(C)C(=O)c1cc(F)ccc1Sc1cc(Cl)ccc1Cl	3	-2	i	-1.0	-7	-1.7	1	3	2	-5
O=C(O)Cc1ccc(Nc2cnn(C34CC5CC(CC(CC(=O)O)(C5)C3)C4)c(=O)c2Cl)cc1	-2	0	i	-0.2	0	-1.8	4	-8	0	3
CC(C)c1cc(C(=O)NCCc2ccccc2)no1	0	-1	i	-0.8	-4	-1.7	15	3	-1	6
